Luc counter: blocks Kinase-Glo luciferase, a counter-screen artifact | Q27757 | Kinase-Glo luciferase, ATP luminescence, 8 min | Potency, µM (highest dose often 38.3 µM), for inactives: at the top dose activity change, negative = inhibition, usual class: inhibitors | hit rate 0.28% among 200,000 | AID 1379; also: potency is read from the fitted curve at half-maximal effect; % is scaled to controls: 0 for no effect and ±100 for the full control effect; nearly all actives have a fitted effect of over 60% in size
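Recombinant Kinase-Glo luciferase, 10 uM ATP (linear range), luciferin; imidazole pH 7.2 / KCl / MgCl2 / Tween / BSA buffer; 8 min RT; luminescence.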
HttQ103 aggreg: mutant huntingtin aggregation inhibition | PC12 HttQ103-GFP aggregates, Acumen cytometry, 40 h | Potency, µM (highest dose often 46.1 µM), without a hit: at the highest dose activity change, negative = inhibition, hits mostly inhibitors | hit rate 1.1% among 220,000 | AID 1688; also: potency is read from the fitted curve at half-maximal effect; % is scaled to controls: 0 for no effect and ±100 for the full control effect; nearly all actives have a fitted effect of over 60% in size
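Compounds (qHTS titration) were added to PC12 cells expressing an ecdysone-driven HTT exon 1 Q103–GFP fusion after induction with 100 nM tebufenozide. Aggregate formation was measured as GFP objects in cell lysates.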
IMPase Li cell: cell-permeable IMPase inhibitors with lithium potentiation. CHO-M1 cells, IP1 TR-FRET (IP-One), carbachol + lithium. Potency, µM (highest dose often 59.4 µM), for inactives: top-dose activity, negative = IMPase inhibition, most hits filed as inhibitors. hit rate 0.35% among 210,000. AID 1457;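 also: IP1 builds up when IMPase is blocked and the TR-FRET signal falls; potency is read from the fitted curve at half-maximal effect; plate controls were basal vehicle for no effect and high inhibitor control for full effect; nearly all actives have a fitted effect of over 50% in size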
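Steps: plate 2000 CHO-M1 cells per well and culture 16–30 h; add compound and lithium; incubate 30 min, 37C; add d2-IP1 tracer and Eu cryptate anti-IP1 antibody in lysis buffer; read after 10 min at room temperature.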
NPSR antag: neuropeptide S receptor (human) antagonism, cAMP; CHO-NPSR cells, cAMP TR-FRET, antagonist mode; Potency, µM (titrated, usually from 38.3 µM), for inactives: at the top dose activity change, negative = inhibition, hits mostly inhibitors; hit rate 1% among 220,000; also: potency is read from the fitted curve at half-maximal effect; % is scaled to controls: 0 for no effect and ±100 for the full control effect; nearly all actives have a fitted effect of over 50% in size; many of its hits are not listed in these tables
Target sequence (Q6W5P4 whole entry, looked up): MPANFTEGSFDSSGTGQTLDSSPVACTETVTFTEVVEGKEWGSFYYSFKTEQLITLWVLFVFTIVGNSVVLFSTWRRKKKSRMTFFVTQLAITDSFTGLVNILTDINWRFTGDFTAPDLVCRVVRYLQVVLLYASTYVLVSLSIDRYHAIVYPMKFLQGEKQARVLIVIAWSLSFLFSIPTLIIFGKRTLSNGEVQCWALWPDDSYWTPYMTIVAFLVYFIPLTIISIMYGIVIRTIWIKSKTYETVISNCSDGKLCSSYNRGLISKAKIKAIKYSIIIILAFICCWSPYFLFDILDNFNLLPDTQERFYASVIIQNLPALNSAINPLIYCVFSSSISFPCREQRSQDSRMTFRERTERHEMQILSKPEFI
Epigenetic reg: regulators of epigenetic silencing causing reporter derepression in mouse cells; murine LDR cells, GFP reporter derepression, 30 h; Potency, µM (doses to about 53.9 µM), for inactives: top-dose GFP activation, most hits filed as activators; hit rate 0.2% among 280,000; also: potency is read from the fitted curve at half-maximal effect; % of control where 0% means no effect; nearly all actives have a fitted effect of over 60% in size
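Murine LDR cells bearing a silenced CMV-driven GFP reporter were exposed to compound for 30 h at 37 C. After PBS washes, GFP-positive cells (20-120 um objects) counted by laser-scanning microplate cytometry.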
LMNA splice mod: LMNA splicing modulation; HeLa LMNA splicing GFP/RFP minigene ratio, 48 h; Potency, µM (highest dose often 46.1 µM), without a hit: top-dose ratio change, negative = inhibition, actives largely listed as inhibitors; hit rate 0.01% among 200,000; AID 1487; active = well fitted inhibition curve with a large enough effect in the signal ratio, with a control signal flat, not every such curve was filed as active; inconclusive = small, poorly fitted or top-dose-only effect, or effect the other way, or a change in a side signal; the % refers to the signal ratio; also: potency is read from the fitted curve at half-maximal effect; % is scaled to controls: 0 for no effect and ±100 for the full control effect
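Read-out is the ratio of GFP to DsRed2 object intensity, acquired by 488 nm laser-scanning cytometry on HeLa lamin A-EGFP minigene reporter cells. Compound incubation 48 hrs at 37 °C in Opti-MEM with 2% FBS; DMSO 0.5% final.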
CBFb RUNX1 block: blocks binding between human CBF-beta and RUNX1 | Q01196+Q13951 | AlphaScreen CBFb-His/RUNX1-biotin binding, biochemical | Potency, µM (doses to about 59.8 µM), for the others: top-dose activity, negative = inhibition, actives largely listed as inhibitors | 230,000 tested, under 10 active; also: % of control where 0% means no effect
Target sequence (Q01196 whole entry, looked up): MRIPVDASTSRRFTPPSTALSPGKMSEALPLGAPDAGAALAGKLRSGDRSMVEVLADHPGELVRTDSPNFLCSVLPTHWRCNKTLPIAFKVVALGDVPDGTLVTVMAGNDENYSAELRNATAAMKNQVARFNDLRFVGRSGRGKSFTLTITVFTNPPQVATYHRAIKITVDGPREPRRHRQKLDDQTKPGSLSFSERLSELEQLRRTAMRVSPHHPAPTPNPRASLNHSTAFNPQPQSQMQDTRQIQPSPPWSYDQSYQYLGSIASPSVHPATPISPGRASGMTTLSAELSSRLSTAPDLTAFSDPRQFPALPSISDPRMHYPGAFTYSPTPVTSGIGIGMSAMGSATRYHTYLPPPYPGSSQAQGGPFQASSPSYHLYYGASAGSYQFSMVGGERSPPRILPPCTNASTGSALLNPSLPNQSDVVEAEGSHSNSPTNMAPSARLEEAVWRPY
Target sequence (Q13951 whole entry, looked up): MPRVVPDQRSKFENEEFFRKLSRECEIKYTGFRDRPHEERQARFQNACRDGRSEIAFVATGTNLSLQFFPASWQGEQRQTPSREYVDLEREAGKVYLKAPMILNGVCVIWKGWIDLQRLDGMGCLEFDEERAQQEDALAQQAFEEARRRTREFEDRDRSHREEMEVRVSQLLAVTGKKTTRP
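AlphaScreen binding: CBFb-His and RUNX1-biotin (30 nM each) preincubated 20 min, compound added for 15 min, then nickel and streptavidin beads for 90 min, all at room temperature. Disruption of the interaction by any mechanism counts as activity.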
The depositor's hits bear a star; ? = inconclusive; nt = no result given; & = joins results of further samples; [ ] = dose if it differs, or a comment. Unless noted, calls follow the shape of the dose curve; as a rule, active = well fitted curve in the direction sought with a large enough effect; inconclusive = small, poorly fitted or top-dose-only effect, or another doubt; inactive = no such curve, though single readings can be large; an effect the other way counts as inactive or inconclusive. A portion of the library (hit frequency here may not be typical).

SMILES	Luc counter	HttQ103 aggreg	IMPase Li cell	NPSR antag	Epigenetic reg	LMNA splice mod	CBFb RUNX1 block
O=C(O)c1ccccc1OCCOCCOc1ccccc1C(=O)O	1%	-8%	-5%[38.3 µM]	-8%[46.1 µM]	0.0%	-13%	4%
N#C/C(=C\c1ccccc1)C(=O)NC(=O)Oc1ccccc1	0%	11%[9.22 µM]	12%[38.3 µM]	-2%[46.1 µM]	2.8%	6%	6%
O=C(OCC(F)(F)C(F)F)c1ccccc1C(=O)Oc1ccc(F)cc1F	-1%	5%[9.22 µM]	15%[38.3 µM]	?	5.3%	4%	?
Cc1cccc(N2CCN(C(=O)C3CCN(S(=O)(=O)c4cccnc4)CC3)CC2)c1C	3%	-23%	12%[38.3 µM]	-18%[46.1 µM]	-1.7%	-9%	-5%
CS(=O)(=O)N(Cc1ccc(Cl)cc1)c1ccc(C(=O)Nc2cccnc2)cc1	2%	-8%	10%[38.3 µM]	-29%[46.1 µM]	0.0%	?	0%
C/C(=N\NC(=O)CCc1ccc(S(=O)(=O)N2CCOCC2)cc1)c1ccc(OC(F)F)cc1	1%	4%	13%	-8%	-1.4%	11%[46 µM]	17%
Cn1cnc2cc(NS(=O)(=O)c3ccc(Br)cc3)ccc21	-2%	-26%	-8%[38.3 µM]	-17%[46.1 µM]	0.0%	-1%	-2%
FC(F)Sc1ccc(NC(=S)NC2CCCCC2)cc1	-2%	?	18%[38.3 µM]	-9%[46.1 µM]	-0.2%	-10%	4%
COc1ccccc1C(CC(N)=O)c1ccco1 (configuration not stated)	-2%	-1%	-32%[38.3 µM]	5%[46.1 µM]	-1.1%	9%	1%
NC(=O)c1ccc(N=C2C(=O)Nc3ccc([N+](=O)[O-])cc32)cc1	-5%	nt	13%	14%	2.2%	nt	4%

Entries from the list above that contain four or more nitrogen atoms (two):
SMILES	Luc counter	HttQ103 aggreg	IMPase Li cell	NPSR antag	Epigenetic reg	LMNA splice mod	CBFb RUNX1 block
Cc1cccc(N2CCN(C(=O)C3CCN(S(=O)(=O)c4cccnc4)CC3)CC2)c1C	3%	-23%	12%[38.3 µM]	-18%[46.1 µM]	-1.7%	-9%	-5%
NC(=O)c1ccc(N=C2C(=O)Nc3ccc([N+](=O)[O-])cc32)cc1	-5%	nt	13%	14%	2.2%	nt	4%

Following part
SMILES	Luc counter	HttQ103 aggreg	IMPase Li cell	NPSR antag	Epigenetic reg	LMNA splice mod	CBFb RUNX1 block
O=C(Nc1ccccc1)c1ccccc1CC[N+](=O)[O-]	2%	-3%	-1%[38.3 µM]	-7%[46.1 µM]	0.0%	-7%	0%
CC1=C(C(=O)OC(C)C)C(c2ccc(C)o2)NC(=O)N1 (configuration not stated)	0%	2%	5%	10%[46.1 µM]	-1.0%	-11%	8%
CN(CCc1ccccn1)C(=O)Nc1ccc(C(C)(C)C)cc1	nt	-10%[9.22 µM]	nt	-16%	-1.3%	nt	3%
O=C(Nc1cccc(O)c1)c1noc2c1CCc1ccccc1-2	14µM*	27%	18%[38.3 µM]	-10%[46.1 µM]	0.2%&-2.0%	-11%	-5%
COc1ccccc1-c1nnc(SCC(=O)Nc2nc(-c3ccccc3)cs2)n1C	-1%	?	16%[38.3 µM]	?	0.4%	?	1%
Cc1nn(C(=O)c2nn(C)cc2Cl)c(C)c1Br	2%	9%	-2%	16%	1.1%	7%	-7%
CCN1CCN(c2c(Cl)cccc2NC(=O)c2ccc3nsnc3c2)CC1	nt	12%[9.22 µM]	nt	-9%	0.0%	nt	7%
COc1ccccc1/C=C/C(=O)Oc1cccc2cccnc12	5%	-3%	11%	-20%	?	?	8%
O=[N+]([O-])c1ccc(Nc2nc(NC3CCCCC3)nc(N3CCCC3)n2)cc1	1%	?	16%	-55%	0.0%	nt	-12%
CC1=C(C(=O)N(C)C)C(c2cccc(Cl)c2)NC(=O)N1 (configuration not stated)	-7%	4µM*	17%[38.3 µM]	0%[46.1 µM]	-1.0%	5%	2%
N=c1n(CCN2CCCCC2)c2ccccc2n1CC(=O)c1cccs1	nt	-2%[9.22 µM]	nt	-9%	0.5%	nt	-1%
COc1ccc(S(=O)(=O)N2CCOCC2)cc1NC(=O)Cn1nnc2ccccc2c1=O	3%	1%	-3%	-2%	4.8%	-4%[46 µM]	6%
CC[N+](C)(CC)CC(O)COCC1COc2ccccc2O1 (configuration not stated)	6%	-2%	2%	12%	1.0%	4%	5%
Cc1nc(-c2c(-c3ccc(O)cc3O)noc2C(F)(F)F)cs1	-4%	-18%	16%[38.3 µM]	0%[46.1 µM]	-1.0%	?	1%
COC(=O)c1cccc(NC(=O)Nc2ccc(Cl)cc2Cl)c1	nt	14%[9.22 µM]	nt	13%	-2.0%	nt	-5%
CCN(CC)C(=O)c1c[nH]c2ccc(S(=O)(=O)Nc3cc(C)cc(C)c3)cc2c1=O	2%	-1%	-1%[38.3 µM]	-6%[46.1 µM]	-1.0%	1%	13%
N#C/C(=C\c1c(N2CCC(C(N)=O)CC2)nc2ccccn2c1=O)S(=O)(=O)c1ccc(Cl)cc1	nt	32%[9.22 µM]	nt	5%[7.67 µM]	0.3%	nt	-6%
Cc1oc(-c2ccc(Cl)cc2)cc1-c1nn2c(-c3ccoc3C)nnc2s1	-4%	-4%	21%[38.3 µM]	-12%[46.1 µM]	4.5%	12%	0%
CC(C)(C(=O)O)n1cncn1	-5%	12%	3%	26%	2.1%	?	9%
CCOc1ccc2[nH]c(=O)c(CN(CC3CCCN3CC)C(=O)NCc3ccccc3)cc2c1 (configuration not stated)	0%	-21%	19%[38.3 µM]	-6%[46.1 µM]	0.0%	-7%	3%
CCCN(C/C=C/I)C1CCc2cccc(O)c2C1 (configuration not stated)	nt	nt	6%	nt	0.0%	nt	17%
Cc1cc(N2CC(C)OC(C)C2)nc(C(C)C)n1 (configuration not stated)	0%	-9%	7%	15%	1.1%	-10%[46 µM]	4%
COc1ccc(N2CCN(C(=O)c3ccc(C)cc3)CC2)c([N+](=O)[O-])c1	0%	-17%	8%	-7%	1.0%	-11%	-18%
CC1C(=O)NN=C1C(=O)N/N=C/c1cccs1 (configuration not stated)	?	-7%	11%	3%	1.1%	-11%[46 µM]	16%
c1ccc(Cn2ncc3c(NCc4ccco4)ncnc32)cc1	nt	-18%	nt	-4%[46.1 µM]	-11%	1%	3%
CCOc1ccc(S(N)(=O)=O)cc1-c1nc2c(C(C)(C)C)nn(C)c2c(=O)[nH]1	nt	-13%[9.22 µM]	nt	43%	9.0%	nt	1%
O=C(NCCO)/C(=C\c1ccc([N+](=O)[O-])o1)NC(=O)c1ccccc1	1%	-3%[9.22 µM]	11%	-6%	0.1%	-13%[46 µM]	0%
CCOC(=O)c1ccccc1NS(=O)(=O)c1ccc(OC)cc1	4%	?	24%	-9%[46.1 µM]	-1.6%	?	-1%
OC(COCc1ccco1)CN1CCN(C(c2ccccc2)c2ccccc2)CC1 (configuration not stated)	-2%	-5%	19%[38.3 µM]	-14%[46.1 µM]	13%	2%	-2%
Cc1ccc(C(=O)ONc2ccc(N=O)cc2)cc1	13µM*	2%	8%	-19%[46.1 µM]	-0.9%	-8%	4%
CN(CCC#N)C(=O)Cn1nc(Cc2ccncc2)c2ccccc2c1=O	-1%	9%	-11%[38.3 µM]	-10%[46.1 µM]	-0.2%	-10%	1%
O=C(CN1CCOc2ccccc21)NCc1cccs1	-3%	0%	-22%[38.3 µM]	-3%[46.1 µM]	-0.9%	0%	8%
O=c1[nH]c(CN2CCOCC2)nc2cc(Cl)ccc12	2%	10%	-2%	11%	-1.8%	-8%[46 µM]	4%
CC(=O)Nc1cccc(N=NN2CCCCC2)c1	0%	nt	3%	2%	0.0%	?	2%
c1ccc(Nc2c(-c3ccco3)nc3ccccn23)cc1	0%	?	2%	-7%	-1.1%	-16%	-20%
CC(=O)N=C1SC2CS(=O)(=O)CC2N1c1ccc(-c2nc3ccc(C)cc3s2)cc1 (configuration not stated)	3%	-2%	-10%	-5%	0.0%	0%	-4%
COC(=O)c1ccc(CSc2nnc(Nc3ccc(C)cc3)s2)o1	0%	8%	28%[38.3 µM]	-18%[46.1 µM]	2.1%	3%	0%
CC(=O)N1CCN(c2ccccc2NC(=O)COc2cc(C)ccc2C(C)C)CC1	1%	8%	22%[38.3 µM]	-30%[46.1 µM]	0.9%	?	-4%
O=C(Nc1ccc(F)cc1F)N1CCCN(c2ccc(C(F)(F)F)cn2)CC1	nt	-20%[9.22 µM]	nt	-4%	4.2%	nt	6%
Cc1ccc(C)c(NC(=O)CSc2nc3ccc(N4C(=O)c5ccccc5C4=O)cc3s2)c1	-2%	-4%	13%	4%	10%	-14%	5%
C=CCNC(=O)c1ccccc1NC(=O)c1ccccc1SC	1%	12%	-6%	10%	13%	7%[46 µM]	1%
COc1ccccc1C(=O)N/C(=C\c1ccc(Br)cc1)C(=O)N1CCCC1	nt	-10%[9.22 µM]	nt	-8%	-1.2%	nt	3%
CCCS(=O)(=O)c1c(S(=O)(=O)CCC)c2ccc(C(N)=O)cn2c1C(=O)c1ccc(OC)cc1	2%	-3%[9.22 µM]	4%	-39%	1.4%	nt	4%
COc1ccc(C2=Nn3c(nnc3-c3ccccc3)SC2)cc1OC	-1%	9%	22%[38.3 µM]	-1%[46.1 µM]	-5.4%	4%	1%
CC(C)(C)n1ncc2c(=O)n(CC(=O)N3CCN(c4ccccc4)CC3)cnc21	0%	17%	6%[38.3 µM]	14%[46.1 µM]	-0.2%	-10%	-9%
CCOC(=O)C1=C(C)N(CCCC(=O)O)C(=O)NC1c1ccc([N+](=O)[O-])cc1 (configuration not stated)	4%	-6%	-3%	1%	0.1%	-3%	21%
Cc1noc(C)c1COC(=O)Cc1ccc(Cl)c(Cl)c1	-3%	0.79µM*	7%[38.3 µM]	-18%[46.1 µM]	0.9%	7%	8%
COc1ccccc1NS(=O)(=O)c1ccc(Cl)c(NC(=O)C(C)N2C(=O)c3ccccc3C2=O)c1 (configuration not stated)	1%	17%	3%	-10%	-1.8%	5%	0%
CCOC(=O)Cn1c(O)c(N=NC(=O)OC)c2ccccc21	nt	4%[9.22 µM]	nt	-33%	1.2%	nt	-1%
S=C(N/N=C/c1ccccc1)N1CCOCC1	-6%	-16%	3%	-18%	-2.5%	9%	-14%
Cc1ccccc1OCC(O)CN1CCC(C)CC1 (configuration not stated)	3%	-10%	10%	1%	5.8%	?	9%
Cc1ccc(C(=O)N/C(=C\c2ccc3c(c2)OCO3)C(=O)Nc2ccc(C(=O)O)cc2)cc1	2%	22%	-4%	-1%	-1.3%	-17%[46 µM]	5%
Cc1cc(NC(=O)CN2CCCCC2)no1	2%	-4%	5%	13%	2.2%	nt	-9%
